# Compound activity (PubChem)
# NALP3 yeast inh – NALP3 inflammasome inhibitors in reconstituted yeast, primary screen, luminescence, uHTS | Yeast reconstituted NLRP3/ASC/caspase-1, beta-gal luminescence, 24 h | actives 0.39% (n = 330,000) | inhibition, % at 10 µM;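 active = inhibition of 50% or more; inactive = inhibition below 50%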;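 also: plate controls were induced DMSO wells for no effect and uninduced yeast grown without galactose for full effect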
# hIAP act – human IAP activators, primary screen, biochemical, luminescence, uHTS; AID 2524, 2010; purified human IAP, CDP-Star luminescence, 30 min; active compounds read high; 1 = vehicle-only enzyme, 0 = enzyme-free background; activation factor at 10 µM; actives 0.16% (n = 330,000);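 active = activation factor of the enzyme at least 2-fold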; also: the source names both 10 and 20 µM as test concentration; values of inactives mirror those of a sister screen read the other way
# mIAP act – activators of mouse IAP, primary screen, biochemical, luminescence, uHTS; intestinal alkaline phosphatase [Mus musculus]; muIAP, CDP-Star luminescence, 30 min; active compounds read high; 1 = vehicle-only enzyme signal, 0 = enzyme-free wells; activation factor at 10 µM; actives 0.24% (n = 330,000); AID 2805, 2010;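 active = activation factor of at least 2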; also: the source names both 10 and 20 µM as test concentration; values of inactives mirror those of a sister screen read the other way
#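 System: mouse IAP enzyme. Reagent: CDP-Star chemiluminescent phosphatase substrate. Benchmarks: DMSO wells, no-enzyme wells. Times: 30 min enzyme-substrate-compound incubation at room temperature. Detection: luminescence from enzymatic CDP-Star hydrolysis. Doses: test compounds delivered from DMSO solution.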
# MIN6 prolif – inducers of MIN6 beta-cell proliferation, primary screen, ATP luminescence, uHTS. MIN6 cells proliferation, ATPlite luminescence, 48 h; cells starved in 0.2% serum; 100% = growth in 10% serum. proliferation, % at 10 µM. actives 0.29% (n = 330,000);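 active = compounds whose signal lies at least 3.5 SD above the mean of all wells on their plate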;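 also: 0% = DMSO-treated cells in low-serum medium and 100% = 10% serum control; some compounds called inactive have numbers as strong as hits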
# mIAP block – inhibitors of mouse IAP, primary screen, biochemical, luminescence, uHTS. AID 2806, 2010. intestinal alkaline phosphatase [Mus musculus]. actives 0.2% (n = 330,000). purified mouse IAP, CDP-Star luminescence, 30 min. inhibition, % at 10 µM;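 active = inhibition of at least 40% at 10 µM in the primary screen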;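 also: plate controls were DMSO with enzyme for no effect and no enzyme wells for full effect; values of inactives mirror those of a sister screen read the other way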
# A3G deaminase – APOBEC3G DNA deaminase inhibitors, primary screen, biochemical, fluorescence, single-stranded DNA substrate, uHTS. DNA dC->dU-editing enzyme APOBEC-3G (Homo sapiens), Q9HC16. recombinant A3G, ssDNA deamination FAM/TAMRA fluorescence. inhibition, % at 20 µM. actives 0.28% (n = 330,000);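 active = inhibition of at least 40% at 20 µM, with no more than 30% in the related APOBEC3A deaminase screen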;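 also: plate controls were DMSO wells with A3G for no effect and wells lacking A3G enzyme for full effect; some compounds called inactive have numbers as strong as hits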
# Target sequence (Q9HC16 whole entry, looked up): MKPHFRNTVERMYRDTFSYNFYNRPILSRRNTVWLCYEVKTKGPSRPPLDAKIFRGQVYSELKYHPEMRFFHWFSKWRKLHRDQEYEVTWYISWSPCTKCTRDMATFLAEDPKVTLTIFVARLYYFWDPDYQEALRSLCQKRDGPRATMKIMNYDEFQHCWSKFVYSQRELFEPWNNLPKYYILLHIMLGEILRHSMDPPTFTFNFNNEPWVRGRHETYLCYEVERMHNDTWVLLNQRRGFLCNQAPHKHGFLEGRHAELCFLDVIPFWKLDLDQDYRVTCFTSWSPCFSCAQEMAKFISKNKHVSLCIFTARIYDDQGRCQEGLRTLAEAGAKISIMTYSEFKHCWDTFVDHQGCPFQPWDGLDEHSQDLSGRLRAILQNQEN
# SENP1 inh – human SENP1 catalytic domain inhibitors, primary screen, biochemical, FRET, uHTS; Sentrin-specific protease 1 (Homo sapiens), Q9P0U3; recombinant SENP1 catalytic domain, CyPet-SUMO1-YPet FRET cleavage; inhibition, % at 10 µM; actives 0.21% (n = 360,000); AID 624204, 2012;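 active = inhibition at least 30% at 10 µM, raw YFP signal under a set limit, fluorescence ratio 0.5 to 1.5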;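 also: 0% = enzyme with DMSO and 100% = no enzyme wells; some results filed as inactive read as strong as hits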
# Target sequence (Q9P0U3 419-644 limits assumed): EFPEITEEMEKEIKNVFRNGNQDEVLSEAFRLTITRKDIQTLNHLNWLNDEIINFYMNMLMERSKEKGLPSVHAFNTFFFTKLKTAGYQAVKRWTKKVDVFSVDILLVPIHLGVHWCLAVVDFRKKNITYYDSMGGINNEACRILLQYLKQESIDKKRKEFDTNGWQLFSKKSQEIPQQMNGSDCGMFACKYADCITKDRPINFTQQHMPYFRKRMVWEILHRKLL
#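 Material – human SENP1 catalytic domain · Input – SENP1 enzyme, 20 pM final · Compound dosing – single concentration of 10 µM compound, 0.5% DMSO final · Timing – enzyme reaction for 50 min at room temperature, dark · Measured by – FRET fluorescence in CFP and YFP emission channels · Control set – no-enzyme wells low, DMSO-plus-enzyme wells high control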
# A3A deaminase – APOBEC3A ssDNA deaminase inhibitors, primary screen, selectivity assay for APOBEC3G inhibitor project, biochemical, FAM/TAMRA oligo cleavage fluorescence. actives 0.41% (n = 330,000). AID 493011, 2011. inhibition, % at 20 µM. recombinant A3A, FAM/TAMRA ssDNA deamination fluorescence. DNA dC->dU-editing enzyme APOBEC-3A (Homo sapiens), P31941;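 active = at least 40% inhibition at 20 µM here, with at most 30% in a related deaminase screen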;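 also: plate controls were A3A with DMSO for no effect and wells lacking A3A enzyme for full effect; some results filed as inactive read as strong as hits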
# Target sequence (P31941 whole entry, looked up): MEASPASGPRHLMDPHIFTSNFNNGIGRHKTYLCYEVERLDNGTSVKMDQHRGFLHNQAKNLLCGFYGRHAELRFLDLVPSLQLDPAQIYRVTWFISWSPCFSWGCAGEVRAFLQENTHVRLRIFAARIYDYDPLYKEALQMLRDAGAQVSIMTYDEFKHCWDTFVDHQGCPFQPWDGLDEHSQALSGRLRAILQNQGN
# hIAP block – human IAP inhibitors, primary screen, biochemical, luminescence, uHTS | AID 2544, 2010 | inhibition, % at 10 µM | actives 0.12% (n = 330,000) | purified IAP, CDP-Star luminescence, 30 min | Intestinal-type alkaline phosphatase (Homo sapiens), P09923;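 active = inhibition reaching a set limit with compound at 10 µM in the primary screen, cut at about 35% in these data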;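 also: plate controls were DMSO wells with enzyme for no effect and no-enzyme buffer wells for full effect; values of inactives mirror those of a sister screen read the other way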
# Numbers without * were called inactive; nt = no result given. This is a subset. The share of hits here may be higher or lower than overall.
SMILES,NALP3 yeast inh,hIAP act,mIAP act,MIN6 prolif,mIAP block,A3G deaminase,SENP1 inh,A3A deaminase,hIAP block
CCOC(=O)Cc1nnc(NC(=O)c2ccco2)s1,6,0.82,1,-1,-4,0,-16,2,18
CNCc1c(OCc2ccc(F)cc2)ccc2ccccc12,15,1,0.95,-5,5,-15,2,2,-1
Cc1ccc(C(=O)NC(=S)Nn2cnnc2)cc1,13,0.95,0.96,0,4,-7,6,-3,5
O=C(NCc1cccc(C(F)(F)F)c1)C1CC(c2ccccc2F)=NO1 (configuration not stated),25,0.98,1,-1,0,3,0,2,2
NS(=O)(=O)c1ccc(CCNC(=O)C(=O)Nc2cc3c4c(c2)CC(=O)N4CCC3)cc1,8,1.1,0.98,0,2,3,1,7,-14
O=C(NC1CCCCC1)C(c1cccs1)N(Cc1cccs1)C(=O)c1cccs1 (configuration not stated),-11,1.1,1,-3,-1,-6,-1,-3,-8
CCOC(=O)C(CC)n1cnc2c(nnn2-c2ccc(OC)cc2)c1=O (configuration not stated),18,1.1,0.97,-1,3,-3,4,3,-5
O=C1[C@H]2CCC=C[C@H]2[C@H](c2ccccc2Br)N1Cc1ccccc1,nt,nt,0.98,nt,2,3,3,5,nt
COc1cc(Br)c(S(=O)(=O)Nc2c(C)n(C)n(-c3ccccc3)c2=O)cc1OC,1,1.1,1.1,4,-7,-6,3,-1,-9
CC(C(=O)N1CCc2ccccc21)N1CCN(c2cccc(C(F)(F)F)c2)CC1 (configuration not stated),1,0.94,0.94,-1,6,-5,-1,0,6
O=C(c1ccc2ccccc2c1)N1CCN(c2ccc(O)cc2)CC1,21,0.96,1,-5,-3,2,1,-4,4
Nc1ncnc2c1ncn2[C@@H]1O[C@H](CNC(=O)[C@@H](N)CO)[C@@H](O)[C@H]1O,nt,nt,0.99,nt,1,-5,-1,-3,nt
O=C(O)C1CCCN1C(=O)C12CC3CC(CC(C3)C1)C2 (configuration not stated),7,0.97,0.93,0,7,-10,3,-7,3
COc1ccc(NC(=O)CN2C(=O)CSc3ncccc32)cc1,8,1,0.95,-1,5,2,-2,-2,0
COc1cccc(NC(=O)Nc2cccc(C)n2)c1,47,1,1.1,-4,-6,-3,-1,7,-4

# Brought forward from above: 2 entries, followed by the next part.
SMILES,NALP3 yeast inh,hIAP act,mIAP act,MIN6 prolif,mIAP block,A3G deaminase,SENP1 inh,A3A deaminase,hIAP block
COc1ccc(NC(=O)CN2C(=O)CSc3ncccc32)cc1,8,1,0.95,-1,5,2,-2,-2,0
COc1cccc(NC(=O)Nc2cccc(C)n2)c1,47,1,1.1,-4,-6,-3,-1,7,-4
CN(C(=O)CSc1nnc(-c2ccc(OC(F)F)cc2)n1N)C1CCS(=O)(=O)C1 (configuration not stated),-1,1.2,1,4,-3,-18,2,1,-16
Cc1ccc(S(=O)(=O)N(C)Cc2ccc(C(=O)NN=C(CC(C)C)CC(C)C)cc2)cc1,15,1,0.95,-4,5,-7,0,0,-4
C/C(CC(=O)Nc1cc(C)ccn1)=N\NC(=O)C(=O)Nc1cccc(C)c1,9,1.3,0.82,-1,18,-4,-3,1,-27
CC(C)N1CCN(Cc2nc(-c3ccccc3)cs2)CC1CCO (configuration not stated),5,1,1,4,0,2,0,0,-3
CCn1c(SCC(=O)N(C)C)nc2cc(S(=O)(=O)N3CCCCC3)ccc21,19,1.1,1,7,-4,-2,2,3,-8
CCOc1cc(NC(=O)c2ccco2)c(OCC)cc1NC(=O)c1cc(OC)c(OC)c(OC)c1,2,0.99,0.94,-4,6,0,-61,-1,1
NS(=O)(=O)c1cccc(NS(=O)(=O)c2ccc(/C=C/C(=O)O)cc2)c1,-5,1,0.63,0,37,-2,2,0,-2
Cc1ccc(S(=O)(=O)N2CCC(C(=O)NCCCN3CCCC3=O)CC2)cc1C,23,1.2,0.94,1,6,-5,0,-2,-16
Nc1ccccc1OCCOCCOc1ccccc1N,4,1.3,0.96,1,4,-2,4,2,-27
CC(/C=N\Nc1nnc2c(n1)[nH]c1c(C)cccc12)=C\c1ccco1,18,0.75,0.83,-4,17,-1,3,1,25
O=S(=O)(Nc1ccc(-n2cccc2)cc1)c1ccc(Cl)c(Cl)c1,17,0.81,0.89,-4,11,-1,1,1,19
CCOC(=O)C1(Cc2ccc(Cl)cc2)CCN(C(=O)CCc2ccncc2)CC1,10,0.98,0.97,-2,3,-9,0,-4,2
COc1ccc(C(O)P(=O)(OC(C)C)OC(C)C)cc1OC (configuration not stated),6,1,0.99,0,1,-7,0,1,-2
COc1ccc(Cc2nc3ccc(C(=O)NCc4cc(C)no4)cc3o2)cc1,18,1,1,-4,-3,-5,-1,-6,-4
Cn1cnc([N+](=O)[O-])c1SCC(O)CN1CCCCC1 (configuration not stated),3,1,1,-2,0,1,2,2,0
Cc1cccc([C@@H]2[C@@H]3C(=O)N(Cc4ccccc4)C(=O)[C@@H]3[C@]3(C)C(=O)N(c4ccc(Br)cc4)C(=O)N23)c1,17,0.83,0.88,-7,12,-6,2,33,17
CC(Oc1ccccc1F)C(=O)NCCN1CCCCC1 (configuration not stated),5,1.1,1,3,-2,-3,4,-3,-13
Cc1ccc(S(=O)(=O)CCC(=O)N(C)c2c(N)n(Cc3ccccc3)c(=O)[nH]c2=O)cc1,10,1.2,1,-3,0,2,-1,-3,-21
N=c1c2c3c(sc2ncn1CCCN1CCOCC1)CCCCC3,23,1.1,1.1,-5,-6,2,1,3,-14
O=C(Nc1ccc(N2CCN(C(=O)c3ccco3)CC2)cc1)C(c1ccccc1)c1ccccc1,10,0.89,1.3,-5,-26,-5,3,-1,11
CCOC(=O)C1Cn2c(nc3c(c2=O)C(C)(C)Cc2ccccc2-3)S1 (configuration not stated),15,1.1,0.98,0,2,-1,-1,1,-8
CC(Oc1ccccc1)C(=O)N=C1SC2CS(=O)(=O)CC2N1CCc1ccccc1 (configuration not stated),6,1.4,1,0,-4,-2,-2,-1,-36
Cc1cc(C)nc(NC2=NCC(=O)N2c2cc(Cl)cc(Cl)c2)n1,17,1.4,0.97,2,3,-2,1,1,-41
CC(=O)NCCc1nc2ccccc2n1CCOc1ccc(C)cc1,-16,1.1,0.97,0,3,-11,0,-2,-7
COCCCNC(=S)N/N=C/c1ccc2ccccc2c1,-14,0.9,0.96,2,4,-6,-14,-4,10
CC(=O)Nc1ccc(NC(=O)C2CCN(C(=O)NC3CCCCC3)CC2)cc1,4,1.1,1.1,-2,-6,-8,1,-3,-12
COc1ccccc1C(=O)NN(C)C1=NS(=O)(=O)c2ccccc21,4,1,1,3,-2,-3,0,1,-3
CCN(CC)CCCN(C(=O)c1ccc(Br)cc1)c1nc(-c2ccc(OC)cc2)cs1,23,1.1,0.94,-5,6,-2,3,-1,-12
CC(Sc1nnc(-c2ccccc2F)n1C1CC1)C(=O)N1CCCC1 (configuration not stated),3,1.1,0.99,-5,1,-10,3,-6,-11
COc1ccc(-n2cc(C(=O)c3ccccc3O)cn2)cc1,16,0.97,0.93,-2,7,-4,2,3,2
CCOc1ccc(CCNC(=O)CN2C(=O)CCSc3ccccc32)cc1OCC,0,1.2,1,-2,-2,-7,0,-2,-16
CN1CCc2c(sc3c2c(=O)n(-c2ccccc2)c2nncn32)C1,7,1,1.1,-1,-10,10,-12,2,-2
COc1nc(Nc2cccc(C)c2)nc(N2CCCCC2)n1,8,0.86,1,-4,-2,-3,2,4,14
CNC(=O)c1cc(Nc2nnc(C)c3ccccc23)ccc1OC,7,1.1,1.1,-1,-6,-2,0,1,-10
Cc1ccc(C(=O)c2sc3nc4c(cc3c2N)CCC4)cc1,23,0.9,1,0,-2,-4,-29,2,10
CCCNC(=O)c1ccccc1NS(=O)(=O)c1ccc2c(c1)OCCO2,5,0.89,1,3,-4,-5,1,-3,11
COC(=O)c1cc(NC(=O)CN2CCc3cc4c(cc3C2)OCCCO4)cc(C(=O)OC)c1,15,0.91,1,-3,0,-5,-1,0,9
CC(=O)Nc1ccc(OCc2nnc(-c3ccccc3)o2)cc1,12,1,0.96,-1,4,-7,2,-4,0
Cc1cccc(NC(=S)NCCc2ccc3c(c2)OCCO3)c1C,14,1.1,1.1,-6,-15,0,1,-5,-12
C#CCOCCOCCOCCNc1nc(N2CCN(C(=O)[C@H](CCC(=O)O)n3cc(C(N)CO)nn3)CC2)nc(N2CCN(C(=O)[C@H](Cc3ccc(O)cc3)n3cc(C(N)CC(C)C)nn3)CC2)n1 (some centres not stated),4,0.77,0.93,1,7,-3,nt,-1,23
CCN(Cc1cc2ccccc2[nH]c1=O)C(=O)c1cccnc1,1,0.97,1,1,0,1,1,1,3
CCN(C(=O)C1CCN(c2nc(-c3ccc(OC)cc3)no2)CC1)c1ccccc1,-8,0.89,0.95,-3,5,-2,1,-3,11
COC(=O)c1ccc(C23CC4(C2)[C@H](CN(CC2CCCCC2)[C@@H]4c2ccccc2)C3c2ccccc2)cc1 (some centres not stated),14,0.95,1,-7,-1,-7,-15,-3,5
Cc1ccsc1C(=O)Nc1ccc2c(c1)OCCO2,15,0.94,1,-3,-4,-8,1,-1,6
CCOc1ccc(OCC)c(NC(=O)CCNS(=O)(=O)c2cc(Br)cnc2N)c1,-15,0.92,0.92,6,8,3,0,-2,8
CCCC(=O)Nc1cc(-c2nn(C)c(=O)c3ccccc23)ccc1N1CCCCC1,-6,1.2,1,-4,-1,-4,1,1,-19
Cc1ccc(Sc2ncccc2NC(=O)c2ccccc2Cl)cc1,25,1,0.94,-2,6,-2,1,4,-2
O=C(N=C1SC2CS(=O)(=O)CC2N1CCc1ccccc1)C1CCCCC1 (configuration not stated),-7,0.82,1,0,0,-4,2,0,18
O=C(/C=C/c1ccco1)N1CCCC(c2ccccc2)C1 (configuration not stated),20,0.93,0.96,-4,4,-4,-7,2,7
c1ccc(CC2CCN(c3nc4ccccc4n4nnnc34)CC2)cc1,12,1.1,1.1,-3,-6,-4,-23,1,-9
Cn1c(N)c(C(=O)COC(=O)Cc2c(F)cccc2Cl)c(=O)n(C)c1=O,21,0.98,0.93,3,7,-4,-1,1,2
